# Assay outcomes: PubChem, several laboratories
# Rad51 HR inh: human RAD51 strand exchange inhibitors, primary screen, biochemical, fluorescence. 200,000 tested, 0.085% active. AID 1385, 2008. inhibition, % at 10 µM. hRad51 DNA strand exchange, fluorescence dequenching. DNA repair protein RAD51 homolog 1 (Homo sapiens), Q06609;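 active = inhibition above 40% at the single screening dose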;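 also: 0% = DMSO control wells and 100% = blanks with heterologous ssDNA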
# Target sequence (Q06609 whole entry, looked up): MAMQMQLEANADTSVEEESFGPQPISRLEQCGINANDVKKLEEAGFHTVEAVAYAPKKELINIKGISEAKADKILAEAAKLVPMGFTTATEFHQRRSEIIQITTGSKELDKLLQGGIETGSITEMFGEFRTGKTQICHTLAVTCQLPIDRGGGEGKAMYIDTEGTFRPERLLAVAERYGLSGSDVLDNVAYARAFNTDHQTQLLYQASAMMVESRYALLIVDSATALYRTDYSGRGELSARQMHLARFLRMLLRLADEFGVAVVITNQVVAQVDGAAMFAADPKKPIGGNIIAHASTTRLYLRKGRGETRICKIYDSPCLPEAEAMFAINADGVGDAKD
#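 Test system: preformed human Rad51 ssDNA filaments. Compound dosing: single dose, 10 µM final compound. Incubation: filaments 15 min 37 °C, then compound 30 min. Technique: FRET fluorescence dequenching, excitation 485 nm, emission 520 nm. Read-out basis: percent inhibition from fluorescence, normalised to plate control and blank means. Benchmarks: plate controls and plate blanks.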
# FXIIa inh: human FXIIa protease inhibitors, primary screen, biochemical, 1536-well. purified FXIIa, Boc-QGR-AMC fluorogenic substrate, 2 h. inhibition, % at 5 µM. AID 800, 2007. 220,000 tested, 0.3% active; in the data active = inhibition above about 40%;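 also: 0% = enzyme with no compound and 100% = blank without enzyme; many of its hits are not listed in these tables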
# Thrombin inh: human alpha-thrombin inhibitors, primary screen, counter-screen for coagulation protease inhibitor project, biochemical, 1536-well, fluorogenic AMC substrate. Boc-VPR-AMC fluorogenic substrate cleavage. 220,000 tested, 0.26% active. inhibition, % at 5 µM;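 active = inhibition at or above 40%; inactive = inhibition below 40%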;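 also: 0% = enzyme with no compound and 100% = wells without enzyme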
#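 Test system: human alpha-thrombin; medium: pH 7.5 Tris-saline with Tween 20; times: reaction at room temperature; signal: AMC fluorescence at 355 nm excitation and 460 nm emission; also added: Boc-VPR-AMC substrate, 15 µM final; dosing: one concentration per compound, 5 µM, with 0.2% DMSO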
# Calpain2 inh: inhibitors of pig calpain II, primary screen, biochemical, fluorogenic peptide substrate, 1536-well. purified calpain II, 30 min. 220,000 tested, 0.37% active. inhibition, % at 16 µM;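 active = inhibition above about 50%, limit read from the data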
# KLK5 inh: human KLK5 protease inhibitors, primary screen, biochemical, 1536-well. Kallikrein-5 (Homo sapiens), Q9Y337. recombinant hK5, fluorogenic AMC substrate cleavage. inhibition, % at 5 µM. 210,000 tested, 0.59% active;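 active = inhibition of 40% or more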;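 also: 0% = enzyme controls without compound and 100% = no-enzyme blanks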
# PERK inhibitor: block of dimerizer-induced PERK translation repression, primary screen, PERK inhibitor project, CHO PERK-DD cells, SEAP luminescence, HTS; Eukaryotic translation initiation factor 2-alpha kinase 3 (Homo sapiens), Q9NZJ5; CHO PERK-DD fusion, SEAP luminescence translation reporter; inhibition, % at 5.6 µM; 220,000 tested, 0.17% active;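 active = inhibition above the mean inhibition of all tested compounds plus 3 SD, set separately per screening campaign, cut at about 2.9% in these data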;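 also: PERK kinase domain activated by AP20187 dimerizer at 100 nM; 0% = DMSO with dimerizer and 100% = rapamycin at 8.4 µM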
# KCC2 mod: KCC2 cotransporter modulators, thallium flux, primary screen, cell-based, HEK293 KCC2, FluoZin-2 fluorescence, MLSMR; 190,000 tested, 2.2% active; KCC2 cells, thallium flux FluoZin-2 fluorescence; AID 1456, 2008; B-score of Tl+ flux slope (higher = more flux/activation; lower = inhibition) at 10 µM;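 active = thallium flux slope and its plate-corrected score both differing from the plate sample mean at a set confidence after two filtering rounds, in either direction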;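 also: slope of fluorescence scaled to starting intensity during 10 to 20 s after thallium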
# FXIa inh 1536: human FXIa protease inhibitors, primary screen, biochemical, 1536-well. purified FXIa, Boc-Glu-Ala-Arg-AMC fluorogenic substrate. Coagulation factor XI (Homo sapiens), P03951. 220,000 tested, 0.14% active. inhibition, % at 5 µM;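 active = inhibition of at least 40%; inactive = inhibition below 40%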;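 also: fluorescence of freed AMC excited at 355 nm; 0% = enzyme without compound and 100% = no enzyme blank; many of its hits are not listed in these tables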
# Target sequence (P03951 19-387 limits assumed): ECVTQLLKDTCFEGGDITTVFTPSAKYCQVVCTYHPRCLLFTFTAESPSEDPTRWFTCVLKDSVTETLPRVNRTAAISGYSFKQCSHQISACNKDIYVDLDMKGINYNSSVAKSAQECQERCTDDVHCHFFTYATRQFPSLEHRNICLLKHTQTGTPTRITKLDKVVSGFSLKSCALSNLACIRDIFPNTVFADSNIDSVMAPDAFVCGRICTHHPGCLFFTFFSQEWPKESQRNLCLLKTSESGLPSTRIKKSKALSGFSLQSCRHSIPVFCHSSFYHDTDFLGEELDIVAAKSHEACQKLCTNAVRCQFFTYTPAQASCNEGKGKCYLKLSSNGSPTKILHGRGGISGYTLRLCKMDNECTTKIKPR
# Target sequence (P03951 388-625 limits assumed): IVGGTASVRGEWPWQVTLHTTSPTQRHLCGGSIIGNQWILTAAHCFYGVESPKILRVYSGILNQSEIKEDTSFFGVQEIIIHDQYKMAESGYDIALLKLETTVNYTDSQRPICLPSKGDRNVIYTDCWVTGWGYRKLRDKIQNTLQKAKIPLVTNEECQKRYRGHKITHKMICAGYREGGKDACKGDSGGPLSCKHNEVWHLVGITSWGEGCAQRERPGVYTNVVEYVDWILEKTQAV
# Furin inh: human furin inhibitors, primary screen, biochemical, fluorescence intensity; 220,000 tested, 0.061% active; P09958; purified furin, fluorogenic substrate cleavage; AID 463115, 2010; inhibition, % at 30 µM; in the data active = inhibition above about 25%; also: inactives centre near -15
# Starred values were filed as active, the others as inactive; i = inactive; / = not tested or not shown; [ ] = remark or other dose.
SMILES,Rad51 HR inh,FXIIa inh,Thrombin inh,Calpain2 inh,KLK5 inh,PERK inhibitor,KCC2 mod,FXIa inh 1536,Furin inh
Cc1ccc(S(=O)(=O)N2CC2(C)CCl)cc1 (stereo not given),-5,5,-2,-4,3,0.6,0.36,-4,-28
Cc1ccc(-n2c(O)c(/C=N/N3CCOCC3)c(=O)[nH]c2=S)cc1,1,1,-14,2,-7,0.5,0.33,-2,1
Cc1ccc2c(c1)[C@@H]1CN(C)CC[C@@H]1N2C(=O)Nc1cccc(C(F)(F)F)c1,0,-3,4,-14,-21,-1.8,0.97,-9,-10[20 µM]
O=P(NS(=O)(=O)c1ccccc1)(Oc1ccccc1)Oc1ccccc1,1,15,0,-24,8,-0.3,-0.47,5,-12[20 µM]
COc1cc(N)c(Cl)cc1C(=O)NC1CN2CCC1CC2 (stereo not given),-8,/,/,-14,/,1.6,-1.1,/,/
COc1ccc(C2c3c(nc(C)[nH]c3=O)Oc3c2c(=O)oc2ccccc32)cc1 (stereo not given),6,12,-3,-20,3,-0.2,-0.68,1,-27
O=C(c1ccc(C(F)(F)F)cc1)C1CCCN(C2CCSCC2)C1 (stereo not given),/,-1,-9,3,/,0.3,-0.74,-3,-20
CN(C)CC#CCOCCOCCC#N,-3,-8,-10,12,-30,1.0,0.34,-5,-2
CC(C)N(CC#CCC1(O)c2ccccc2-c2ccccc21)C(C)C,0,6,2,5,-3,-0.1,1.1,7,-11
COc1cccc(CNCCc2ccccc2)c1OC,10,3,-12,16,4,0.1,0.25,1,-16
CCN(CC(=O)Nc1ccc(C#N)c(Cl)c1)CC(=O)NC(C)(C)C,-10,13,-1,-26,4,0.2,-1.8,-2,-26
CC(C)N1CCN(c2ccc(O)cc2)CC1,-7,26,1,6,-15,0.9,0.74,17,-17
O=C(Cc1ccccc1)OCCNC(=O)c1cccnc1,0,15,-12,-63,-17,1.9,1.6,-1,-22[20 µM]
CCn1cc(/C=c2/sc3n(c2=O)C2c4ccccc4OC(C)(N=3)C2C(=O)OC)c(C)n1 (stereo not given),0,6,-2,-18,0,0.1,-0.55,-2,-11
N=c1ccccn1Cc1ccccc1,11,3,-5,1,-4,0.2,0.058,-12,-22
CCOc1ccccc1-n1c(O)c(C=Nc2c(C)n(C)n(-c3ccccc3)c2=O)c(=O)[nH]c1=O,-5,5,-3,-15,-20,0.1,0.14,6,-3
CC(C)C/C(=N/O)c1cn(C)c2ccccc12,/,9,-1,25,/,1.7,-0.047,-2,-24
Cc1ccc(CN2C(=O)NC(=O)C3(Cc4c(nc5ccccn5c4=O)N4CCCCCC43)C2=O)cc1 (stereo not given),2,-3,6,-185,-13,-1.2,-2,4,-23
O=C1OC(c2ccc(Br)cc2)=N/C1=C\N1CC2CC(C1)c1cccc(=O)n1C2 (stereo not given),-27,4,-2,12,0,-2.1,-0.41,-2,17
CN1CCN(c2ccc(N)c(N3CCN(C)CC3)c2)CC1,-1,8,-6,-27,1,1.0,/,-18,-14[20 µM]
O=C1NC(=O)C(=Cc2ccc3ccccc3c2)C(=O)N1,-8,2,-4,-17,27,-0.1,-1.2,-19,-4
C[N+]1(C)CCN(c2ccccc2)CC1,-3,5,2,-9,-11,1.0,1.1,7,-18
Nc1c2c(nc3sc4c(c13)CCCC4)CCCC2,-3,15,-6,-4,5,-0.2,-0.9,-2,-19
Cc1cc(OC(=O)N(C)C)nc2c1c(C)nn2C,7,-1,-6,-15,-3,0.6,0.29,-13,-18
CCCCn1c(O)c(C(CC)=Nc2cccc(C(=O)O)c2)c(=O)[nH]c1=O,3,-1,-5,11,0,1.0,0.015,-8,-18[20 µM]

# (more compounds)
SMILES,Rad51 HR inh,FXIIa inh,Thrombin inh,Calpain2 inh,KLK5 inh,PERK inhibitor,KCC2 mod,FXIa inh 1536,Furin inh
COc1ccc2ccc(O)c(CN3CC=C(c4ccccc4)CC3)c2c1,-7,10,-2,-4,-1,0.9,0.68,-1,-17
CCOC(=O)c1c(N)n(CCN2CCCCC2)c2nc3ccccc3nc12,10,-72,-7,i,-130,-2.3,0.59,-26,-56
C/C(=N\NC(=S)Nc1ccccc1)c1c(O)n(C)c(=O)n(C)c1=O,0,16,-1,3,-10,-0.6,0.51,6,-3
CCN(CC)C(=O)c1ccc(N2C(=O)C3CC=C(Cl)CC3C2=O)cc1 (stereo not given),2,15,2,35,-23,-1.1,/,3,-9
O=C(Nc1cccc(OC(=O)N2CCOCC2)c1)N1CCOCC1,-11,-5,-2,15,14,2.3,/,-6,-25[20 µM]
OC(CNCCc1c[nH]c2ccccc12)C(F)(F)F (stereo not given),/,6,-2,-14,/,2.5,0.82,0,-30
O=C(O)CCC(=O)NCCC1=c2ccccc2=N/C1=C\c1c(O)n(Cc2ccc(F)cc2)c(=S)[nH]c1=O,-5,3,0,17,-3,1.3,-1.9,-3,1
Cc1nn(Cc2ccccc2)c(Cl)c1C(=O)OCC(=O)NCC1CCCO1 (stereo not given),10,1,-6,24,-5,0.1,1.2,10,-17
COc1ccccc1N1CCN(C(CNC(=O)Oc2ccccc2)c2cccnc2)CC1 (stereo not given),-10,3,5,7,8,0.7,/,5,-6
CC1=NN(c2ccccc2)C(=O)C1/C=C1\C(=O)NC(=O)N(c2cc(C)cc(C)c2)C1=O (stereo not given),-2,7,2,-12,-8,0.6,-0.9,4,-8[20 µM]
C[C@]12CC[C@@H]3c4ccc(O)c(O)c4CC[C@H]3[C@@H]1CC[C@@H]2O,2,/,/,5,/,1.2,0.017,/,/
O=C(CN1CCCCC1)c1ccc(OC(F)F)cc1,6,10,-14,-3,-9,0.3,1.5,5,-11
CCOc1ccc(C(=O)OC2CC3CCC(C2)N3C)cc1 (stereo not given),-6,16,13,13,18,0.0,0.12,18,-7
Cc1c(C(=O)N2CCC3(CC2)OCCO3)sc2ncnc(N3CCN(c4ccccn4)CC3)c12,-2,-4,-9,21,-5,-0.3,-0.11,-3,-27
CCN1CCN(C(=O)COc2ccc(S(=O)(=O)N(C)Cc3ccccc3)cc2)CC1,-5,-3,-2,16,-18,-0.6,-1.2,-20,-21[20 µM]
Nc1ccc(Cl)cc1C(=O)c1ccccc1,-35,4,-15,0,5,-0.1,0.79,-1,-26
CCOc1cc(C=C2C(=O)NC(=O)NC2=O)ccc1OCC(=O)N1CCOCC1,-7,10,-4,-20,-17,1.5,1.2,4,-4
O=P(CCl)(Nc1ccccc1)C(Cl)(Cl)Cl (stereo not given),-1,2,-2,-6,-3,-0.1,1.3,-3,-28
COc1ccccc1C1=NCc2nnc(C)n2-c2ccc(Cl)cc21,2,9,-4,-1,-18,0.6,-0.36,3,-13
O=[N+]([O-])c1ccc(N2CCNCC2)cc1N1CCCCC1,-2,14,3,41,14,-1.8,0.016,20,8
Cc1ncc([N+](=O)[O-])n1CCOc1nonc1N,-5,13,-13,-15,2,0.4,0.16,-5,-23
Nc1ccccc1C(=O)OCC(=O)Nc1ccc(Br)cc1F,0,3,-4,-84,-1,0.1,0.28,6,-20[20 µM]
Cc1nc2c(-c3ccc(F)cc3)c(C)nn2c(C)c1CCC(=O)N1CCC2(CC1)OCCO2,1,10,3,-11,-25,-1.1,-0.93,9,5
CCOC(=O)C1(CCc2ccccc2)CCN(Cc2ccc3c(c2)OCCO3)CC1,8,11,-1,-1,4,0.8,0,4,-21
CCCC12CN3CN(C1)CC(CCC)(C3)C2O (stereo not given),-6,0,-5,5,-13,0.3,0.4,-5,3

# Next section.
SMILES,Rad51 HR inh,FXIIa inh,Thrombin inh,Calpain2 inh,KLK5 inh,PERK inhibitor,KCC2 mod,FXIa inh 1536,Furin inh
CC#CP(=O)(OCC)C(O)(c1ccccc1)C(F)(F)F (stereo not given),-13,-5,-8,-9,-1,0.4,/,-20,-25[20 µM]
CCOC(=O)C1=C(C)N(C)C2(C)CC1c1ccccc1O2 (stereo not given),4,-1,-13,-2,-32,0.6,-0.59,-8,-19
N/C(=N\N=C/c1ccc(-c2ccc(O)c(C(=O)O)c2)o1)N[N+](=O)[O-],12,7,-2,-6,-21,0.8,/,-2,-7[20 µM]
CC12CCC3C(CC=C4CC(O)CCC43C)C1C/C(=C\c1cccc(F)c1)C2=O (stereo not given),2,10,-2,-1,-6,1.0,-0.09,6,-14
Cn1c(O)c(C=NC2C(=O)C3(C)CCC2C3(C)C)c(=O)n(C)c1=O (stereo not given),2,0,-8,4,-1,0.1,/,-4,-10
CCOP(=O)(OCC)C(NC(=O)C(C)C)C(Cl)(Cl)Cl (stereo not given),-2,14,-1,-5,-24,0.4,1.9,6,-20[20 µM]
CCOC(=O)C1CCN(C=C2C(=O)N(C)C(=S)N(C)C2=O)CC1,-1,-1,-17,22,-18,0.0,-0.53,-8,5

# Laid out differently: entries from further up.
structure | Rad51 HR inh | FXIIa inh | Thrombin inh | Calpain2 inh | KLK5 inh | PERK inhibitor | KCC2 mod | FXIa inh 1536 | Furin inh
CCOc1cc(C=C2C(=O)NC(=O)NC2=O)ccc1OCC(=O)N1CCOCC1 | -7 | 10 | -4 | -20 | -17 | 1.5 | 1.2 | 4 | -4
O=P(CCl)(Nc1ccccc1)C(Cl)(Cl)Cl (stereo not given) | -1 | 2 | -2 | -6 | -3 | -0.1 | 1.3 | -3 | -28
COc1ccccc1C1=NCc2nnc(C)n2-c2ccc(Cl)cc21 | 2 | 9 | -4 | -1 | -18 | 0.6 | -0.36 | 3 | -13
O=[N+]([O-])c1ccc(N2CCNCC2)cc1N1CCCCC1 | -2 | 14 | 3 | 41 | 14 | -1.8 | 0.016 | 20 | 8
Cc1ncc([N+](=O)[O-])n1CCOc1nonc1N | -5 | 13 | -13 | -15 | 2 | 0.4 | 0.16 | -5 | -23
Nc1ccccc1C(=O)OCC(=O)Nc1ccc(Br)cc1F | 0 | 3 | -4 | -84 | -1 | 0.1 | 0.28 | 6 | -20[20 µM]
Cc1nc2c(-c3ccc(F)cc3)c(C)nn2c(C)c1CCC(=O)N1CCC2(CC1)OCCO2 | 1 | 10 | 3 | -11 | -25 | -1.1 | -0.93 | 9 | 5
CCOC(=O)C1(CCc2ccccc2)CCN(Cc2ccc3c(c2)OCCO3)CC1 | 8 | 11 | -1 | -1 | 4 | 0.8 | 0 | 4 | -21
CCCC12CN3CN(C1)CC(CCC)(C3)C2O (stereo not given) | -6 | 0 | -5 | 5 | -13 | 0.3 | 0.4 | -5 | 3
CC#CP(=O)(OCC)C(O)(c1ccccc1)C(F)(F)F (stereo not given) | -13 | -5 | -8 | -9 | -1 | 0.4 | / | -20 | -25[20 µM]
CCOC(=O)C1=C(C)N(C)C2(C)CC1c1ccccc1O2 (stereo not given) | 4 | -1 | -13 | -2 | -32 | 0.6 | -0.59 | -8 | -19
N/C(=N\N=C/c1ccc(-c2ccc(O)c(C(=O)O)c2)o1)N[N+](=O)[O-] | 12 | 7 | -2 | -6 | -21 | 0.8 | / | -2 | -7[20 µM]
CC12CCC3C(CC=C4CC(O)CCC43C)C1C/C(=C\c1cccc(F)c1)C2=O (stereo not given) | 2 | 10 | -2 | -1 | -6 | 1.0 | -0.09 | 6 | -14

# An excerpt; count on the stated rates, not on these rows.
